# LmPK inh: LmPK (Leishmania mexicana) enzyme inhibition; purified LmPK, Kinase-Glo ATP luminescence, 1 h; Potency, µM (doses to about 57.5 µM), without a hit: top-dose activity change, negative = inhibition, most hits filed as inhibitors; 0.37% of 290,000 active; AID 1721; also: potency is read from the fitted curve at half-maximal effect
# Target sequence (Q27686 whole entry, looked up): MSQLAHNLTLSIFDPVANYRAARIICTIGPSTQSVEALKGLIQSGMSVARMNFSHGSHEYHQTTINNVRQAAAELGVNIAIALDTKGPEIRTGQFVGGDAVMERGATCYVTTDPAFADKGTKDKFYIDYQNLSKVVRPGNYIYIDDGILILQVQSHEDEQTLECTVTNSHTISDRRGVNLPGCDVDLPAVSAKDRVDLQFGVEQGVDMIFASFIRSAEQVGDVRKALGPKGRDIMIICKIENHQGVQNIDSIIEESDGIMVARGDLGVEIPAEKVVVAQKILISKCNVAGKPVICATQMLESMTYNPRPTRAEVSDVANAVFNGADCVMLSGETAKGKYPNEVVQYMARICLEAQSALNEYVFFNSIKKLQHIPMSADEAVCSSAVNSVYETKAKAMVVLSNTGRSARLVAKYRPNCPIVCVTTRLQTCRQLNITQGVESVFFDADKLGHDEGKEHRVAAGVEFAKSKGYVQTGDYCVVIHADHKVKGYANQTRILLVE
#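 In 50 mM imidazole pH 7.2 with 7 mM MgCl2, LmPK (0.1 nM) turned over PEP (0.5 mM) and ADP (0.1 mM) for 1 h at room temperature. Luciferase read-out of ATP.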
# HCV inhibitor: HCV inhibition; Huh7.5.1 HCVcc-Cre infection, luciferase reporter, 44 h; Potency, µM (series often up to 41.8 µM), without a hit: top-dose activity change, negative = inhibition, hits mostly inhibitors; 3.4% of 340,000 active; AID 651820; also: potency is read from the fitted curve at half-maximal effect
#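 Infectious HCV cell culture screen: compound-treated cells (1,000/well, pre-plated 4 h) are infected with HCVcc-Cre at roughly 0.5 moi and grown 44 h. Infection is quantified by luciferase signal after 15 min substrate incubation at room temperature.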
# AmpC detergent: AmpC beta-lactamase inhibition with detergent present. P00811. AmpC hydrolysis of nitrocefin, absorbance 480 nm, 0.01% Triton. Potency, µM (doses to about 114 µM), inactives show at the top dose activity change, negative = inhibition, actives largely listed as inhibitors. 0.041% of 370,000 active. AID 485294;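 also: potency is read from the fitted curve at half-maximal effect; 0% = no-compound wells and -100% = no-enzyme wells; nearly all actives have a fitted effect of over 25% in size; some results filed as inactive show a strong effect at the top dose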
# Target sequence (P00811 whole entry, looked up): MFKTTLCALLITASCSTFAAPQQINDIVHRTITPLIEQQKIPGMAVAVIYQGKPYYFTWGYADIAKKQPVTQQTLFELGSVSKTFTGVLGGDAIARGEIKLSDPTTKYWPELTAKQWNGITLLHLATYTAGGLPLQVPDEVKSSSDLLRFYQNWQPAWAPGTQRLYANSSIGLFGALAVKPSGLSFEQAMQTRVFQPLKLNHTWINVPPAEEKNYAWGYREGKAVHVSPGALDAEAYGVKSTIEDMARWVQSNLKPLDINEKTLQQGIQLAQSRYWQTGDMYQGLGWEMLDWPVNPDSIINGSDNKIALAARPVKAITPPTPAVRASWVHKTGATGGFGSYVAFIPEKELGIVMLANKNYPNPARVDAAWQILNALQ
#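 20 mM phosphate pH 7.0 + 0.01% (detergent screen) or 0.0001% Triton X-100; 5.3 nM AmpC reagent; cpd preinc 15 min RT; nitrocefin (800 uM stock) to start; A480 q20 s × 4 min; Activity was normalised to no-enzyme and no-compound control wells.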
# Tb PYK inh: blocks Trypanosoma brucei pyruvate kinase; Q57TT1; TbPYK enzyme, Kinase-Glo Plus ATP luminescence, 45 min; Potency, µM (doses to about 76.8 µM), for inactives: at the top dose activity, negative = inhibition, hits mostly inhibitors; 0.12% of 410,000 active; AID 624173; also: potency is read from the fitted curve at half-maximal effect; nearly all actives have a fitted effect of over 50% in size
#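 Assay buffer: 50 mM TEA pH 7.2, 100 mM KCl, 10 mM MgCl2, 0.05% BSA, 0.01% Tween-20. Pyruvate kinase from T. brucei plus substrate met compound, then ADP (130 uM final). Luminescence was read post 45 min RT.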
# AmpC no deterg: blocks E. coli AmpC beta-lactamase in detergent-free assay; P00811; AmpC nitrocefin hydrolysis, absorbance 480 nm, 0.0001% Triton; Potency, µM (doses to about 57.1 µM), for inactives: at the highest dose activity change, negative = inhibition, most hits filed as inhibitors; 0.52% of 330,000 active; AID 485341;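 also: potency is read from the fitted curve at half-maximal effect; plate controls were no compound for no effect and no enzyme for full effect; nearly all actives have a fitted effect of over 20% in size; some results filed as inactive show a strong effect at the top dose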
#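 20 mM phosphate pH 7.0 + 0.01% (detergent screen) or 0.0001% Triton X-100; 5.3 nM AmpC reagent; cpd preinc 15 min RT; nitrocefin (800 uM stock) to start; A480 q20 s × 4 min; Activity was normalised to no-enzyme and no-compound control wells.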
# AMA1 RON2 block: disrupts binding of P. falciparum AMA1 to RON2 | AID 720542 | AlphaScreen AMA1-biotinylated RON2 peptide binding | Potency, µM (highest dose often 58.2 µM), for inactives: top-dose activity change, negative = inhibition, hits mostly inhibitors | 0.2% of 360,000 active;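 also: potency is read from the fitted curve at half-maximal effect; 0% = vehicle wells and -100% = peptide control; nearly all actives have a fitted effect of over 45% in size; some results filed as inactive show a strong effect at the top dose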
#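 AMA1 (3D7) with his tag at 25 nM final met compounds first, then biotinylated RON2 peptide at 25 nM; detection used donor plus acceptor beads, 10 µg/mL apiece, read by AlphaScreen after 30 min at room temperature.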
# HCMV antiviral: inhibitors of human cytomegalovirus. 4.5% of 410,000 active. activity change, negative = inhibition, % at 57.5 µM. AID 1259415. HFF cells, HCMV-luciferase reporter, 72 h; active compounds read low; in the data active = activity change below about -60%; inconclusive = no clear call, values can overlap the other calls; inactive = above about -39%
#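 Two compound doses tested in HFFs infected with HCMV-luciferase, MOI 1 PFU/cell, 72 h at 37C. Lysate luminescence read with OneGlo; data normalized against buffer-only and 10uM Salinomycin inhibitor controls.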
# Numbers without * were called inactive; ? = inconclusive; · = not tested or not shown; [ ] = remark or other dose. Unless noted, calls follow the shape of the dose curve; as a rule, active = well fitted curve in the direction sought with a large enough effect; inconclusive = small, poorly fitted or top-dose-only effect, or another doubt; inactive = no such curve, though single readings can be large; an effect the other way counts as inactive or inconclusive. Unless noted, % is scaled to controls: 0 for no effect and ±100 for the full control effect. No enrichment for hits; any-hit rate near 7.5%.
(1) CCc1ccc(CNC(=O)c2ccc(OC3CCN(C(C)=O)CC3)c(OC)c2)nc1
(2) Cc1ccc(C)c(Nc2ncccc2C(=O)NCc2cccs2)c1
(3) CSc1oc(-c2cccs2)nc1S(=O)(=O)c1ccccc1
(4) Brc1cc2c(cc1C1OCCO1)OCO2
(5) CCOC(=O)N1CCC(N(CCOC)C(=O)Nc2ccc(Cl)c(Cl)c2)CC1
(6) CCOC(=O)C1CCN(C(=O)CCc2nnc3ccc(N4CCC(C)CC4)nn23)CC1
(7) Cc1cc2nnc(SC(C)C#N)n2c2ccccc12 (configuration not stated)
(8) COc1ccc2nc(N3CCCC3)[nH]c2c1
compound no.	1	2	3	4	5	6	7	8
LmPK inh	-6%	-1%	6%	·	0%	3%	-8%	-7%
HCV inhibitor	9%	-28%	-18%	19%	?	11%	6%	10%
AmpC detergent	-5%	-11%	-5%	·	-12%	3%	-3%	2%
Tb PYK inh	0%	-3%	4%	2%	-13%	-19%	?	-11%
AmpC no deterg	0%	-25%	-15%	·	139%[activator]	94%[activator]	-10%	-17%
AMA1 RON2 block	23%	-5%[2.32 µM]	-16%	9%	-3%	0%	22%	-11%
HCMV antiviral	30	80	-6	-36	-23	?	32	36

(9) Cc1ccc(S(=O)(=O)NCC(=O)N(CC(=O)NC(C)(C)C)Cc2cccs2)cc1
(10) O=C1NC(=O)C2(Cc3ccccc3N3CCCC32)C(=O)N1c1cccc(Cl)c1 (configuration not stated)
(11) CC(C)OCCCNC(=O)c1ccc(Cn2c(=O)c3cccn3c3cccnc32)cc1
(12) COc1cc(NC(=O)C2CCN(S(=O)(=O)c3cccs3)CC2)c(C(=O)O)cc1OC
(13) CCN(CC(=O)Nc1ccc2c(c1)OCCO2)C(=O)CCc1ccccc1Cl
(14) CSCCC(NC(=O)COc1ccccc1)C(=O)N(C)CC(=O)Nc1ccc(C)cc1 (configuration not stated)
(15) COCCn1nnnc1CN(Cc1cc2cc(OC)c(OC)cc2[nH]c1=O)C1CCCC1
(16) Clc1ccc(C2N3CCCN23)c(Cl)c1 (configuration not stated)
compound no.	9	10	11	12	13	14	15	16
LmPK inh	2%	7%	·	·	·	·	1%	-9%
HCV inhibitor	4%	-27%	·	·	8%	-8%	-2%	-4%
AmpC detergent	-8%	-13%	-6%	·	-11%	1%	?	3%
Tb PYK inh	-4%	-2%	4%	2%	-16%	5%	6%	3%
AmpC no deterg	6%	-19%	·	·	-17%	-8%	76%[activator]	-27%
AMA1 RON2 block	7%	-2%	·	5%	3%	-4%[11.6 µM]	3%	-12%
HCMV antiviral	-10	80	-22	0	0	-19	-20	42

# Structures from the list above with a thiophene ring, fused or not, in the order listed:
(2) Cc1ccc(C)c(Nc2ncccc2C(=O)NCc2cccs2)c1
(3) CSc1oc(-c2cccs2)nc1S(=O)(=O)c1ccccc1
(9) Cc1ccc(S(=O)(=O)NCC(=O)N(CC(=O)NC(C)(C)C)Cc2cccs2)cc1
(12) COc1cc(NC(=O)C2CCN(S(=O)(=O)c3cccs3)CC2)c(C(=O)O)cc1OC
compound no.	2	3	9	12
LmPK inh	-1%	6%	2%	·
HCV inhibitor	-28%	-18%	4%	·
AmpC detergent	-11%	-5%	-8%	·
Tb PYK inh	-3%	4%	-4%	2%
AmpC no deterg	-25%	-15%	6%	·
AMA1 RON2 block	-5%[2.32 µM]	-16%	7%	5%
HCMV antiviral	80	-6	-10	0

# Additional results follow:
(17) Cc1cccc(CC(=O)Nc2cc(=O)n(C)c(=O)n2C)c1
(18) CC(C)(C)NC(=O)C12CCC(C)(c3nc4ccccc4nc31)C2(C)C (configuration not stated)
(19) CCNC(=O)C1(C)CCN1C(=O)Cc1ccc(C(C)C)cc1 (configuration not stated)
(20) Cc1cccc(C(C)C)c1NC(=O)COC(=O)C1CC(=O)N(Cc2ccccc2)C1 (configuration not stated)
(21) Cc1ccc(OCC(=O)N/N=C\c2ccc(O)c([N+](=O)[O-])c2)c([N+](=O)[O-])c1
(22) NC(=O)CSc1nc2cc(S(=O)(=O)N3CCOCC3)ccc2o1
(23) O=C(Nc1ccccc1N1CCCC1)c1ccc([N+](=O)[O-])o1
(24) Cc1ccc(Oc2ccccc2NC(=O)CSCC(=O)Nc2cc(C)on2)cc1
compound no.	17	18	19	20	21	22	23	24
LmPK inh	-3%	7%	·	·	9%	·	-3%	·
HCV inhibitor	-6%	-15%	·	4%	19%	12%	?	?
AmpC detergent	?	0%	·	0%	3%	·	-7%	?
Tb PYK inh	-9%	0%	3%	0%	6%	-17%	0%	-1%
AmpC no deterg	-6%	79%[activator]	·	32%	-32%	-40%	-16%	0%
AMA1 RON2 block	-2%	2%	12%	44%[activator]	-8%	-12%	-18%	3%
HCMV antiviral	50	-94*	16	5	-19	-9	-71*	-75*

(25) COc1cc(-c2[nH]ncc2CN2CCCC2c2nonc2C)cc(OC)c1OC (configuration not stated)
(26) COc1ccc(C2CC(C(F)(F)F)n3nc(C(=O)NCCN4CCOCC4)cc3N2)cc1 (configuration not stated)
(27) COc1ccc(C(C#N)N2N=C(C)CC2(C)C)cc1 (configuration not stated)
(28) N/C(CN1CCCCC1)=N\S(=O)(=O)c1cc(Cl)cc(Cl)c1
(29) CC(C)(C)c1ccc(C(=O)Nc2cccc3c(=O)[nH][nH]c(=O)c23)cc1
(30) CCNc1oc(COc2cccc(C)c2)nc1C#N
(31) CCCOc1ccc(/C=N/NC(=O)C(C)Sc2ccccn2)cc1OCC (configuration not stated)
(32) COc1ccc(S(=O)(=O)c2cn(Cc3ccccc3)c3cc(N4CCCC4)c(F)cc3c2=O)cc1
compound no.	25	26	27	28	29	30	31	32
LmPK inh	-3%	7%	4%	3%	4%	-1%	-4%	·
HCV inhibitor	19%	14%	-8%	13%	?	-23%	-11%	·
AmpC detergent	5%	?	?	-2%	1%	?	-10%	19%
Tb PYK inh	1%	3%	5%	1%	1%	-1%	-3%	-13%
AmpC no deterg	2%	69%[activator]	-8%	-18%	-49%	-6%	-22%	·
AMA1 RON2 block	-2%	5%	4%	-2%	-8%	-9%	1%	·
HCMV antiviral	78	5	0	54	-69*	64	19	8

(33) c1coc(CNc2nc(-c3ccncc3)cs2)c1
(34) COc1ccccc1N1CCN(C(C)C(=O)N2CC(C)OC(C)C2)CC1 (configuration not stated)
(35) CCc1noc(C)c1C(=O)N1CCOCC1
(36) CCOc1ccc(OCCC(=O)N(CC(C)C)c2c(N)n(Cc3ccccc3)c(=O)[nH]c2=O)cc1
(37) CCOc1ccccc1NC(=O)C1CCN(S(=O)(=O)c2ccc3c(c2)CCCN3C(C)=O)CC1
(38) Cc1cc(C)c(C#N)c(SCC(=O)Nc2ccccc2C(N)=O)n1
(39) O=C(NCc1cccs1)C1CCCN(S(=O)(=O)c2cnc[nH]2)C1 (configuration not stated)
(40) S=C1NC[C@H](Cc2cccc3ccccc23)N1CC1CCCCC1
compound no.	33	34	35	36	37	38	39	40
LmPK inh	3%	-14%	-1%	·	·	4%	2%	-2%
HCV inhibitor	-8%	21%	4%	-8%	·	?	5%	2.8µM*
AmpC detergent	-7%	1%	-1%	·	0%	?	-8%	2%
Tb PYK inh	2%	-1%	-11%	1%	3%	-15%	1%	-3%
AmpC no deterg	-19%	-12%	-3%	·	·	-22%	-5%	-28%
AMA1 RON2 block	-7%	-10%	0%	-1%	·	22%	-6%	2%
HCMV antiviral	32	23	-1	?	0	84	1	-24

# Brought forward from above: 3 entries, followed by the next part.
(38) Cc1cc(C)c(C#N)c(SCC(=O)Nc2ccccc2C(N)=O)n1
(39) O=C(NCc1cccs1)C1CCCN(S(=O)(=O)c2cnc[nH]2)C1 (configuration not stated)
(40) S=C1NC[C@H](Cc2cccc3ccccc23)N1CC1CCCCC1
(41) O=C1C(=Cc2cccc(F)c2)Cc2ccccc21
(42) CSc1ncnc2c1ncn2CCCN1CCN(c2ccccn2)CC1
(43) Cn1cc(C(=O)N2CCN(c3cccc(C(F)(F)F)c3)CC2)c2c3ccccc3n(C)c2c1=O
(44) CCOC(=O)C1C(=O)Nc2nc(C)nn2C1c1ccccc1 (configuration not stated)
(45) N#C/C(=C\c1ccco1)C(=O)Nc1ccc(S(N)(=O)=O)cc1
(46) COc1ccc(/C=N/NC(=O)C2C3CCCCC32C)cc1OC (configuration not stated)
(47) CCOC(=O)[C@]12Cc3cc4c(cc3[C@H]1N(Cc1ccccc1)C(=O)c1ccccc12)OCO4
(48) Cc1ccc(NC(=O)N2CCN(C)CC2)cc1NC(=O)N1CCN(C)CC1
compound no.	38	39	40	41	42	43	44	45	46	47	48
LmPK inh	4%	2%	-2%	·	·	·	5%	2%	1%	·	0%
HCV inhibitor	?	5%	2.8µM*	·	·	·	0%	16%	-10%	?	4%
AmpC detergent	?	-8%	2%	·	·	10%	0%	?	-5%	·	0%
Tb PYK inh	-15%	1%	-3%	1%	-3%	3%	9%	2%	2%	-3%	-15%
AmpC no deterg	-22%	-5%	-28%	·	·	·	?	-21%	51%	·	5%
AMA1 RON2 block	22%	-6%	2%	20%	0%	·	-4%	0%	-11%	-7%	-5%
HCMV antiviral	84	1	-24	-10	-10	-5	-1	13	?	-18	-5

(49) O=C(NN=Cc1ccc(Cl)cc1Cl)c1ccccc1
(50) Cc1ccc(S(=O)(=O)N/N=C2/CC(c3ccccc3)Oc3ccccc32)cc1[N+](=O)[O-] (configuration not stated)
(51) Nc1ccc(N=Nc2ccccc2)c2ccccc12
(52) CC(OC(=O)c1cccc(-n2cnnn2)c1)C(=O)c1ccccc1 (configuration not stated)
(53) O=C1C(C2=NC(C(=O)O)C3C(=O)N(c4ccc(Cl)cc4)C(=O)C23)=C(O)c2ccccc21 (configuration not stated)
(54) C(=N/N1CCN(c2ccccc2)CC1)/c1ccncc1
compound no.	49	50	51	52	53	54
LmPK inh	·	9%	1%	·	-9%	-9%
HCV inhibitor	·	7%	-16%	-4%	10%	-9%
AmpC detergent	·	0%	6%	?	-7%	5%
Tb PYK inh	-6%	1%	-2%	-7%	2%	-5%
AmpC no deterg	·	-28%	-28%	?	-4%	-9%
AMA1 RON2 block	-1%	-8%	-25%	14%	10%	?
HCMV antiviral	31	26	35	19	13	?
